C8 TRAIL sens: viability loss with TRAIL in NB7+C8 cells, primary screen, TRAIL sensitizer project, cell-based, ATPlite luminescence. actives 1% (n = 360,000). AID 624354, 2012. inhibition (viability loss, TRAIL sensitization), % at 10 µM;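 active = compounds causing at least 50% loss of cell viability in the single-dose screen, relative to plate controls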
NCOA3 inh: SRC3 coactivator transcriptional activity inhibitors, primary screen, cell-based, luminescence. Nuclear receptor coactivator 3 (Homo sapiens), Q9Y6Q9. HEK293 GAL4-SRC3 luciferase reporter. inhibition, % at 3.6 µM. actives 0.17% (n = 360,000);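 active = inhibition above a per-campaign cutoff, the mean of all compounds plus 3 SD, cut at about 60% in these data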;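 note: 0% = DMSO-treated cells and 100% = gossypol-treated cells at 36 µM; higher means less SRC3-driven luciferase light from the GAL4 reporter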
CF NFkB block: inhibitors of PAF-induced NF-kB signaling, primary screen, cell-based, GFP fluorescence, uHTS; KKLEB NF-kB-GFP reporter, GFP fluorescence overnight; inhibition, % at 5 µM; actives 0.86% (n = 360,000); AID 588850, 2011;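 active = at least 50% inhibition at 5 µM, scaled per plate between neutral and stimulator controls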;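 note: PAF is a Pseudomonas aeruginosa culture filtrate used as stimulus; plate controls were PAF-stimulated DMSO wells for no effect and unstimulated DMSO wells for full effect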
TWEAK-Fn14 inh: inhibitors of TWEAK-Fn14 signaling, primary screen, luciferase reporter cells, uHTS; TWEAK-stimulated Fn14 reporter cells, luciferase luminescence, 8 h; AID 1159606, 2016; inhibition, % at 10 µM; actives 2% (n = 360,000); in the data active = inhibition above about 50%
NR5A2 inv ag: LRH-1 (NR5A2) inverse agonists, primary screen, cell-based, luminescence, HEK293T, StAR-luciferase reporter | Nuclear receptor subfamily 5 group A member 2 (Homo sapiens), O00482 | LRH-1 transfected, 24 h | inhibition, % at 3.6 µM | actives 0.13% (n = 360,000);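 active = inhibition above the mean inhibition of all tested compounds plus 3 SD, cut at about 73% in these data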;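 note: 0% = DMSO wells and 100% = reporter-only cells lacking LRH-1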
Target sequence (O00482 whole entry, looked up): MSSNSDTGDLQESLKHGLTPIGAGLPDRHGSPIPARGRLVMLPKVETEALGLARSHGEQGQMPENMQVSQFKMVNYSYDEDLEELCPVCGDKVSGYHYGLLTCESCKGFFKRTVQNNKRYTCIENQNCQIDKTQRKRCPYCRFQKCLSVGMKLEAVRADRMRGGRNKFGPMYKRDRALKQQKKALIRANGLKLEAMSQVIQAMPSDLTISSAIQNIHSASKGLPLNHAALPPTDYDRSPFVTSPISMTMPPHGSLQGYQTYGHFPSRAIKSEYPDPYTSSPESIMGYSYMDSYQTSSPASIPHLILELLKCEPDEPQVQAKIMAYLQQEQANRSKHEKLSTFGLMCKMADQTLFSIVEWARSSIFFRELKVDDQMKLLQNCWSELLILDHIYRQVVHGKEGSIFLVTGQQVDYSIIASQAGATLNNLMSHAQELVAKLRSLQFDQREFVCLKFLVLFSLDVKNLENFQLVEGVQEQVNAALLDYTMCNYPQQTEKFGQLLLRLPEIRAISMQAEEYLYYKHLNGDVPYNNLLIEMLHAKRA
Shn3 inh set2: reduction of Shn3 3'UTR firefly luciferase signal, primary screen, Schnurri-3 inhibitor project, cell-based, Clone20 osteoblasts, set 2; Clone20 osteoblast Shn3 3'UTR firefly luciferase, 24 h; inhibition, % at 12.5 µM; actives 0.52% (n = 360,000); AID 588674, 2011;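 active = mean inhibition of at least 75% with every replicate also reaching 75%; inconclusive = mean inhibition at least 75% but some replicate below; inactive = mean inhibition below 75%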;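 note: 0% = median of neutral control wells and 100% = pilot-screen positive control compound; some compounds past the cut are filed as inactive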
EBV LMP1 NFkB: EBV LMP1-driven NF-kappaB luciferase reporter inhibitors, primary screen, cell-based, luminescence, single point | AID 504558, 2011 | inhibition, % at 12.5 µM | actives 0.69% (n = 350,000) | LMP1-induced NF-kappaB luciferase reporter cells; in the data active = inhibition above about 41%; inconclusive = no clear call, values can overlap the other calls;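 note: 0% = neutral control wells and 100% = reference inhibitor control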
SRC1 inh: SRC1 coactivator transcriptional activity inhibitors, primary screen, cell-based, luminescence; AID 588354, 2011; Nuclear receptor coactivator 1 (Homo sapiens), Q15788; inhibition, % at 3.6 µM; HEK293 GAL4-SRC1 luciferase reporter; actives 0.12% (n = 360,000);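 active = inhibition above the campaign mean plus 3 SD, with each screening campaign given its own cutoff, cut at about 60% in these data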;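 note: 0% = DMSO treated cells and 100% = gossypol at 36 µM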
COUP-TFII inh: NR2F2 transcriptional activity inhibitors, primary screen, cell-based, luciferase reporter, HEK293T, luminescence; COUP transcription factor 2 (Homo sapiens), P24468; HEK293T NGFI-A luciferase reporter; inhibition, % at 8.6 µM; actives 0.7% (n = 370,000); AID 686940, 2013;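 active = inhibition above a per-plate cutoff, mean inhibition of test wells between control levels plus 3 SD, cut at about 38% in these data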;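 note: cells cotransfected with COUP-TFII expression vector driving the NGFI-A reporter; 0% = median of COUP-TF2 test wells and 100% = reporter-only cells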
Target sequence (P24468 whole entry, looked up): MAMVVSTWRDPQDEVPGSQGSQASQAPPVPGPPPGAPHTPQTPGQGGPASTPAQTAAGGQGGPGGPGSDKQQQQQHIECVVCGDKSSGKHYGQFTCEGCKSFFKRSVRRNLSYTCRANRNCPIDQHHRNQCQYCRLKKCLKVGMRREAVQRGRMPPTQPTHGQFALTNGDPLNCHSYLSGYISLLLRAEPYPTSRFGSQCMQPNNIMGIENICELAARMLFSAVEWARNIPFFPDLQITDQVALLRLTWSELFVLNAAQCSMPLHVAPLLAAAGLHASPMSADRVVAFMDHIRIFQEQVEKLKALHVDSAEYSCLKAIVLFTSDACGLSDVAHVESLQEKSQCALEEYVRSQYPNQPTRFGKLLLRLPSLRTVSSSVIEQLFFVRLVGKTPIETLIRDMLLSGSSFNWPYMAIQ
TROY signal inh: inhibitors of TROY-driven NF-kB signaling, primary screen, Q293 LMP1-TROYcd cells, NF-kB luciferase, uHTS. Q293 LMP1-TROYcd NF-kB luciferase reporter, 4 h. inhibition, % at 10 µM. actives 0.98% (n = 360,000). AID 1347056, 2019;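 active = compounds whose plate-normalised and pattern-corrected inhibition of the luciferase reporter signal at the single screening dose is 50% or more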
KKLEB cytotox: cytotoxicity in KKLEB CF airway cells, primary screen, cytotoxicity control for CF NF-kB inhibitor project, cell-based, uHTS, fluorescence assay plates; KKLEB CF airway cells viability, ATPlite luminescence, overnight; stronger effect = lower value; cells stimulated with P. aeruginosa culture filtrate; activity change (cytotoxicity), % at 5 µM; AID 602141, 2011; actives 0.36% (n = 360,000);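 active = corrected activity change at or below -50% at 5 µM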
An asterisk follows results filed as active; ? = inconclusive; & = joins results of further samples.

No.	mol	CF NFkB block	TROY signal inh	COUP-TFII inh	Shn3 inh set2	TWEAK-Fn14 inh	EBV LMP1 NFkB	NR5A2 inv ag	NCOA3 inh	KKLEB cytotox	C8 TRAIL sens	SRC1 inh
1	Cc1ccc(CCNC(=O)CS(=O)Cc2nc(-c3cccc(C)c3)oc2C)cc1 (stereo not drawn)	1	22	-4	4	3	1	-7	16	-11	7	11
2	Cc1ccc2nc(N3CCN(CCO)CC3)nc(-c3ccccc3)c2c1	-9	-7	3	-4	8	-2	2	4	-4	6	1
3	Cc1ccc(N/C=C(/C#N)c2ccsc2)cc1	-31	2	-22	-72	-13	-21	-74	-30	1	-2	-64
4	Cc1cc(Cl)ccc1NC(=O)CCN1C(=O)NC(C)(C)C1=O	14	-10	-15	-16	-3	-1	-1	14	2	9	-6
5	CCOc1ccc(/C=N/Nc2ccccc2)cc1	-5	-39	-23	-12	-17	-22	-19	-35	0	9	-27
6	O=C(NN1CCOCC1)c1cccc2ccccc12	-10	7	-1	3	-5	-6	1	14	13	2	16
7	Cn1c(C(=O)N2CCC(C(N)=O)CC2)cc2c(=O)n(C)c3ccccc3c21	2	-8	-4	12	4	-8	-9	-4	2	2	-6
8	CC1CN(C(=O)c2cccc(COc3ccccc3Cl)c2)CC(C)O1 (stereo not drawn)	-9	-62	-25	-25	-33	-26	-127	-53	-14	-1	-62
9	COc1ccccc1C(=O)NC(=S)Nc1ccc(NC(=O)c2cccs2)cc1	30	22	-8	13	14	11	-8	11	-28	2	6
10	O=[N+]([O-])c1ccccc1/C=C/CN1CCCCC1	-9	0	-1	-36	-2	-7	8	12	7	7	8
11	O=C(CSc1nccc(-c2ccc(Br)cc2)n1)NCCc1ccccc1	-17	-11	-17	1	-17	-2	-48	-1	-2	-33	3
12	Cc1cccc(/C=C2/C(=O)/C(=C/c3ccccc3C)C3CCC2N3C)c1 (stereo not drawn)	5	12	-4	2	14	-21	-8	2	-2	-9	-2
13	CCOC(=O)c1sc2nccc(N(C)C)c2c1N=CNOCc1ccccc1	-3	-29	-18	-11	4	0	-11	-34	-10	6	-3
14	CCCCNc1c(-c2ccc(SC(C)CC)cc2)nc2ccccn12 (stereo not drawn)	16	17&4	-35&-29	-19	40&25	-5	-109&-172	-73	-30	69*	-101
15	CCCn1c(SCC(=O)NC23CC4CC(CC(C4)C2)C3)n[nH]c1=O	8	-3	13	14	-25	5	-4	1	-1	-8	0
16	C=CCN1C(=O)CS/C1=N\N=C\c1cccc([N+](=O)[O-])c1	-22	-9	7	-31	-24	-8	4	4	7	3	8
17	O=C(Nc1nc(-c2ccccc2)cs1)c1ccccc1NS(=O)(=O)c1ccc(F)cc1	48	50	55*	49	88*	?	75*	60	-37	49	44
18	CC1CCc2c(sc3nc(CSc4n[nH]c(N)n4)[nH]c(=O)c23)C1 (stereo not drawn)	11	-33	-35	-49	-16	-10	-43	-1	-8	-6	-31
19	CCCCOc1ccc(C(=O)NNC(=O)C2C3CCC(C3)C2C(=O)O)cc1 (stereo not drawn)	-27	-37	-11	-9	-7	-9	-40	-30	16	-7	-88
20	O=C(Nc1ccc(Br)cc1)Nc1cnccn1	2	-36	-20	-46	5	-14	-38	-67	5	1	-16
21	CN(C)C(=O)c1cc(C(=O)c2ccccc2Br)c[nH]1	-14	-5	7	-5	-2	-8	-15	5	1	2	-13
22	Cc1c(C=O)c(=O)n(-c2ccccc2)n1C	-2	10	6	19	13	2	9	1	7	1	-16
23	CCCCN(CCCC)c1cc(C)nc(-c2ccccc2O)n1	3	-15	-16	-6	-2	1	10	-7	-1	8	7
24	Fc1ccccc1CNC(=S)Nc1cccc(C(F)(F)F)c1	7	38	-3	3	-9	-2	21	-45	10	11	-4
25	CN(C)/C(=N\S(=O)(=O)c1ccc(Cl)cc1)c1ccc(F)cc1	4	-2	16	-1	-4	-12	4	0	3	-1	-5
26	COc1cccc(C2CC(c3cccs3)=NN2S(C)(=O)=O)c1OC (stereo not drawn)	-6	1	-18	-25	2	12	16	-3	-5	-6	-3
27	O=C(O)c1cccc(CN2C(=O)SC(Nc3ccccc3)C2=O)c1 (stereo not drawn)	2	-31	1	4	10	-5	-9	1	8	14	-15
28	Cc1sc2nc(SCc3ccccc3)n(Cc3ccco3)c(=O)c2c1C	1	-12	-11	-4	-15	0	12	23	1	-12	7
29	COc1ccc(C2=C(C)CC(C)(C)NC2=O)cc1OC	3	-14	-3	6	-1	2	2	22	4	5	-5
30	O=C(NC(=S)Nc1ccccc1N1CCCCC1)c1ccc(F)cc1	-1	-8	-6	6	25	-1	10	1	-14	17	2

Grouped by structure: the compounds so far containing an NH in an aromatic ring
No.	mol	CF NFkB block	TROY signal inh	COUP-TFII inh	Shn3 inh set2	TWEAK-Fn14 inh	EBV LMP1 NFkB	NR5A2 inv ag	NCOA3 inh	KKLEB cytotox	C8 TRAIL sens	SRC1 inh
15	CCCn1c(SCC(=O)NC23CC4CC(CC(C4)C2)C3)n[nH]c1=O	8	-3	13	14	-25	5	-4	1	-1	-8	0
18	CC1CCc2c(sc3nc(CSc4n[nH]c(N)n4)[nH]c(=O)c23)C1 (stereo not drawn)	11	-33	-35	-49	-16	-10	-43	-1	-8	-6	-31
21	CN(C)C(=O)c1cc(C(=O)c2ccccc2Br)c[nH]1	-14	-5	7	-5	-2	-8	-15	5	1	2	-13

Further results
No.	mol	CF NFkB block	TROY signal inh	COUP-TFII inh	Shn3 inh set2	TWEAK-Fn14 inh	EBV LMP1 NFkB	NR5A2 inv ag	NCOA3 inh	KKLEB cytotox	C8 TRAIL sens	SRC1 inh
31	Cc1cccc(NS(=O)(=O)c2ccc(Cl)cc2)n1	16	3	23	-1	10	0	10	6	-7	-6	17
32	O=C1C2CCCN2C(=S)N1C1CCCCC1 (stereo not drawn)	10	7	18	7	7	1	-3	-10	-3	-8	-14
33	Cc1cccc(C)c1NC(=O)NC1(C(=O)N2CCOCC2)CCCCC1	2	8	-15	6	15	5	5	17	-1	-3	14
34	Cc1ccc(C)c(S(=O)(=O)N2CCN(C(=O)CCCc3c[nH]c4ccccc34)CC2)c1	-2	13	3	29	7	2	-15	-14	-9	20	0
35	CS(=O)(=O)NCCOc1ccc(S(=O)(=O)N2CCCc3ccccc32)cc1	4	-28	8	16	34	-4	9	-10	6	13	0
36	CCN1CCN(C(=O)c2ccc3c(c2)N(Cc2ccccc2F)C(=O)c2ccccc2S3(=O)=O)CC1	-8	-4	-5	-5	-5	9	7	20	9	-3	-19
37	CCN(CC)S(=O)(=O)c1ccc2c(c1)N(CC(=O)Nc1cccnc1Cl)C(=O)CO2	-6	-3	12	-7	4	-3	6	10	16	-6	-7
38	COc1ccc(/C=N/NC(=O)c2cc(C34CC5CC(CC(C5)C3)C4)[nH]n2)cc1OC	7	43	-10	0	-32	-5	-14	1	4	-9	21
39	CC(=O)c1ccc(NC(=O)CCSCCC(=O)Nc2ccc(C(C)=O)cc2)cc1	-1	-19	3	6	-23	-6	18	7	0	7	-16
40	O=C(COC(=O)CNC(=O)c1ccccc1F)Nc1ncc(Cl)cc1Cl	-6	-13	2	-11	-9	-5	10	-17	27	6	-7
41	O=C(CCN1CCOCC1)N/N=C/c1cc(Br)cc(Br)c1O	10	8	14	45	6	0	14	40	15	11	4
42	Clc1ccc(-c2nc(-c3ccccn3)no2)cc1Cl	-16	29	-40	-35	80*	33	-151	-91	-25	78*	-112
43	CCNc1nc(NCC)n2c(SCC(=O)Nc3ccc(Br)cc3F)nnc2n1	-22	-6	-3	16	9	1	1	5	-1	1	-10
44	CCOc1cc(/C=N/NC(=O)CSc2nncn2C)ccc1OCc1ccccc1	-10	-10	3	5	-5	2	19	11	-3	10	-2
45	CCOC(=O)c1sc2nc(N3CCOCC3)c3c(c2c1N)CCN(Cc1ccccc1)C3	15	1	-12	10	-15	-2	-9	-9	-7	7	2
46	CN(CCc1ccccc1)C(=O)c1ccc(NC(=O)Cc2ccc(NC(=O)C3CCCN(C(=O)c4ccccc4)C3)cc2)cc1 (stereo not drawn)	-11	30	24	11	17	7	2	-6	18	27	11
47	c1ccc(-c2nc3cccnc3nc2-c2ccccc2)cc1	-3	-1	-2	3	9	-6	26	25	-9	-8	-11
48	O=C(O)CSc1cc(C(F)(F)F)nc(-c2ccccn2)n1	-1	-3	1	1	9	-7	1	13	0	8	4
49	Cc1nn(C)c(C)c1CN(C)S(=O)(=O)c1ccc2ccccc2c1	24	31	61*	78	31	11	39	17	-8	9	14
50	CC1CN(S(=O)(=O)c2cccc(C(=O)NCc3ccc4c(c3)OCO4)c2)CC(C)O1 (stereo not drawn)	5	10	19	22	13	-6	-5	-1	8	10	10

5 entries out of the list, arranged by SMILES length, high to low.
No.	mol	CF NFkB block	TROY signal inh	COUP-TFII inh	Shn3 inh set2	TWEAK-Fn14 inh	EBV LMP1 NFkB	NR5A2 inv ag	NCOA3 inh	KKLEB cytotox	C8 TRAIL sens	SRC1 inh
39	CC(=O)c1ccc(NC(=O)CCSCCC(=O)Nc2ccc(C(C)=O)cc2)cc1	-1	-19	3	6	-23	-6	18	7	0	7	-16
15	CCCn1c(SCC(=O)NC23CC4CC(CC(C4)C2)C3)n[nH]c1=O	8	-3	13	14	-25	5	-4	1	-1	-8	0
44	CCOc1cc(/C=N/NC(=O)CSc2nncn2C)ccc1OCc1ccccc1	-10	-10	3	5	-5	2	19	11	-3	10	-2
49	Cc1nn(C)c(C)c1CN(C)S(=O)(=O)c1ccc2ccccc2c1	24	31	61*	78	31	11	39	17	-8	9	14
11	O=C(CSc1nccc(-c2ccc(Br)cc2)n1)NCCc1ccccc1	-17	-11	-17	1	-17	-2	-48	-1	-2	-33	3

An excerpt (hit frequency here may not be typical).
